# Screening results: PubChem, NMMLSC
# Bim-Bcl-2: inhibitors of Bim-Bcl-2 interaction, human. Bead-based flow cytometry, Bim peptide-Bcl-2 binding. inhibition, % at 10 µM. 190,000 tested, 0.06% active. AID 950. P10415; in the data active = inhibition above about 40%; inconclusive = no clear call, values can overlap the other calls;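 also: 0% = no compound wells with probe peptide and 100% = reference peptide inhibitor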
# Target sequence (P10415 whole entry, looked up): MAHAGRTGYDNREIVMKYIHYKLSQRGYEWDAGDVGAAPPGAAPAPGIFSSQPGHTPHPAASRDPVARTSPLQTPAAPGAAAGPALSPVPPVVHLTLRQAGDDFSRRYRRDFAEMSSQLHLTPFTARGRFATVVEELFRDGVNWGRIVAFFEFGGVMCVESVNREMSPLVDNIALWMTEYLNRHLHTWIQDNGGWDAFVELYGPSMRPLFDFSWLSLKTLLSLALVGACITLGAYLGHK
# Bim-Bcl-W: disrupts Bim peptide binding to human Bcl-W. bead-based flow cytometry. inhibition, % at 10 µM. 190,000 tested, 0.02% active;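 also: 0% = bound tracer without compound and 100% = peptide blocker; higher means less fluorescent Bim peptide bound to Bcl-W beads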
# ABCG2 block: inhibitors of human ABCG2 transporter, ABCB1 counter-screen | 190,000 tested, 0.1% active | inhibition, % at 6.6 µM | AID 1325 | IgMXP3 cells, JC-1 efflux, flow cytometry;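 active = inhibition above 80%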;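 also: 0% = DMSO and 100% = nicardipine control wells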
# Target sequence (Q9UNQ0 whole entry, looked up): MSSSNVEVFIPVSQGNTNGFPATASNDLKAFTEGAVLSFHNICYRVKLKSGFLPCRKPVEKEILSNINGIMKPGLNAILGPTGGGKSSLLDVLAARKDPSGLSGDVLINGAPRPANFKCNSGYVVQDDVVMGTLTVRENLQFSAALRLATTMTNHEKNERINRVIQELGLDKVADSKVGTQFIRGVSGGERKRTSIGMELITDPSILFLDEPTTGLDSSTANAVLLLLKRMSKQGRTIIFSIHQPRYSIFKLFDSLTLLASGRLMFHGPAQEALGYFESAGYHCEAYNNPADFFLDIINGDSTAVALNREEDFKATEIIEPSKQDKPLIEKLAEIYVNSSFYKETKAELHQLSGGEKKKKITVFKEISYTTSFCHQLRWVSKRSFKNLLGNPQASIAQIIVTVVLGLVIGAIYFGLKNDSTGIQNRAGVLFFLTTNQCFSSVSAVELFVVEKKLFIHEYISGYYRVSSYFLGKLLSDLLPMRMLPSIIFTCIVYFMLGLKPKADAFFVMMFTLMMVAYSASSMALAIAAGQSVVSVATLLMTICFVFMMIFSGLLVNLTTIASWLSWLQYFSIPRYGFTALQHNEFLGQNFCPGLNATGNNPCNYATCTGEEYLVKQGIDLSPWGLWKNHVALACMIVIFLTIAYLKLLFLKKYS
#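 test system = two drug-resistant human cell lines, ABCG2 and ABCB1 | amount = 3 million cells/mL final, two lines in 1:1 ratio | reagent = JC-1 transporter substrate | doses = one concentration, 6.6 µM final | incubation = 10 min at 25 °C | signal = flow cytometric JC-1 green MFI at 530 nm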
# RGS8-Gao reg: regulators of human RGS8-Galphao interaction; P09471; multiplexed bead flow cytometry, RGS8-Galphao binding; actives lie on both sides; response (percent of control binding), % at 10 µM; 220,000 tested, 0.34% active; in the data active = response below about 60% or above about 140%; inactive = in between;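 also: Galphao activated as the GDP aluminium fluoride complex binding bead-coupled RGS8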
# Bfl-1 Bim block: inhibitors of Bim-Bfl-1 interaction, human; Q16548; Bead-based flow cytometry, Bim-Bfl-1 binding inhibition; inhibition, % at 10 µM; 190,000 tested, 0.12% active;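 also: 0% = wells without compound plus tracer and 100% = blocker peptide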
# Bcl-B Bim block: inhibitors of Bim-Bcl-B interaction, human; Q9HD36; bead-based flow cytometry, Bim peptide-Bcl-B binding; inhibition, % at 10 µM; 190,000 tested, 0.073% active; AID 951;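 also: 0% = tracer peptide without compound and 100% = reference inhibitor peptide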
# Target sequence (Q9HD36 whole entry, looked up): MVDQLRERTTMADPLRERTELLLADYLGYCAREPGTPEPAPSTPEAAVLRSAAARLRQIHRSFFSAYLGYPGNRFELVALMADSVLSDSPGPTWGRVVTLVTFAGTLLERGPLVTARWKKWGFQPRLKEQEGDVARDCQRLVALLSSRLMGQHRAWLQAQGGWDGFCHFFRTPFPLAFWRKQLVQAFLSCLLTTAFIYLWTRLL
# GSH bead fluor: GSH bead compound fluorescence profile; AID 1776; 190,000 tested, 0.25% active; fluorescence (KMESF) at 10 µM; GSH beads flow cytometry, compound fluorescence 488/530 nm; hits give high values; in the data active = fluorescence above about 89;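 also: glutathione beads carrying GST-tagged Bcl family fusion proteins plus one bare bead set; values are compound well signal with DMSO vehicle wells as background; inactives centre near 16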
# ABCB1 block: inhibitors of human ABCB1 transporter, ABCG2 counter-screen; CCRF-Adr cells, JC-1 efflux, flow cytometry; inhibition, % at 6.6 µM; 190,000 tested, 0.067% active; in the data active = inhibition above about 40%;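 also: 0% = vehicle and 100% = reference inhibitor; higher value means more JC-1 retained so stronger ABCB1 efflux block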
# RGS4-Gao reg: human RGS4-Galphao interaction regulation; AID 1415; 220,000 tested, 0.33% active; Multiplexed bead flow cytometry, RGS4-Galphao binding; actives lie on both sides; binding response (% of control), % at 10 µM; P09471; in the data active = binding response below about 49% or above about 150%; inactive = in between;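 also: fluorescent Galphao activated with aluminum fluoride binding bead-coupled RGS4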
# Bim-Bcl-XL: human Bim-Bcl-XL interaction inhibition | inhibition, % at 10 µM | AID 1007 | Q07817 | Bim peptide-Bcl-XL binding, bead flow cytometry, fluorescence | 190,000 tested, 0.04% active
# RGS7-Gao: human RGS7-Galphao interaction regulation; 220,000 tested, 0.35% active; Multiplexed bead flow cytometry, RGS7-Galphao binding; actives lie on both sides; binding response (% of control), % at 10 µM; AID 1439; in the data active = binding response below about 49% or above about 150%; inconclusive = no clear call, values can overlap the other calls; inactive = in between;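 also: fluorescent Galphao held in activated GDP-AlF4 state binding bead-coupled RGS7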
# Active calls of the source: *; ? = inconclusive; · = no result given. Rule as the data show it, unless noted: active = inhibition above about 40%.
SMILES,Bim-Bcl-2,Bim-Bcl-W,ABCG2 block,RGS8-Gao reg,Bfl-1 Bim block,Bcl-B Bim block,GSH bead fluor,ABCB1 block,RGS4-Gao reg,Bim-Bcl-XL,RGS7-Gao
Cc1nonc1OCCNCCNc1ccc([N+](=O)[O-])c2cccnc12,0,-2,4,102,-2,-4,6,1.4,100,-2,100
CSC1=NP(=S)(SC)N2CCCC2=C1C#N (centres undefined),-1,0,1,101,-3,1,13,0.2,113,1,110
O=C1CCN(C(=O)CNC(=O)Cc2ccccc2)CC1,0,-1,-1,103,-2,-9,24,-0.4,101,-1,104
CC(=O)N1N=C2C3CCN(CC3)C2C1c1ccccc1 (centres undefined),-5,0,0,99,-3,-4,43,0.2,90,-8,94
CN(C)c1ccc(-[n+]2c(-c3ccccc3)cc(-c3ccccc3)cc2-c2ccccc2)cc1,-2,0,-6,92,-4,-11,17,0.1,93,-4,?
COc1ccccc1-n1c(-c2cccs2)nc2ccccc2c1=O,-3,-4,-1,103,-7,-2,11,0.9,97,-3,106
CCOc1cccc(OCC)c2c(C)[n+](CC3CCCO3)c(C)c1-2 (centres undefined),1,0,-2,93,-3,-3,25,-2.4,86,-1,86
COc1ccc(-c2nn(CCC#N)cc2C(=O)O)cc1,-5,-2,12,101,-8,-3,12,1.3,100,-3,?
Cc1nc2c(=O)n(C)c(=O)nc-2n(C)n1,-3,0,0,100,0,-18,17,0.2,97,7,100
CC(=O)c1c(C)n(C2CCCCC2)c2ccc(O)cc12,4,2,1,104,4,-2,10,0.3,102,0,100
CSc1ccccc1C(=O)C1CCCN(Cc2ccncc2)C1 (centres undefined),-4,-9,2,104,-8,-8,14,0.5,105,-9,107
Cc1nc2ccccc2c(=O)n1-c1cc(F)ccc1F,-3,0,1,100,-7,-2,11,0.2,101,0,105
CCCCn1c(O)c(C(C)=NCCCN(C)C)c(=O)[nH]c1=O,-6,2,1,98,-11,-8,35,0.5,101,0,97
CCCCC(CC)CNCC(O)c1ccccc1 (centres undefined),1,0,2,102,-1,-1,13,1.0,102,2,?
CSc1ncc(/C=C2/C(=O)NC(=O)N(C3CCCCC3)C2=O)cn1,1,0,-1,99,1,0,23,-0.7,97,-3,100
CCC(=Nc1cc(OC)ccc1OC)c1c(O)[nH]c(=O)[nH]c1=O,-1,-2,5,103,-2,-2,18,0.8,104,-2,99
O=c1[nH]c(=O)n(Cc2ccco2)c(O)c1C=NCc1cccs1,1,-2,0,97,-3,0,13,0.1,96,-1,95
O=[N+]([O-])c1ccc(N2CCNCC2)cc1NCC1CCCO1 (centres undefined),0,-1,3,104,2,4,6,0.6,92,-3,98
CC(C)[C@H]1C(=O)N2CCC[C@H]2[C@]2(O)O[C@](NC(=O)[C@@H]3C=C4c5cccc6[nH]cc(c56)C[C@H]4N(C)C3)(C(C)C)C(=O)N12,16,20,2,99,30,37,14,0.5,73,10,90
CCc1ccc(C(=O)C23CN4CN(CN(C4)C2)C3)cc1,0,-3,18,102,-2,-2,29,0.2,99,-2,99
Cc1ccc2c(c1)N(CCC(=O)N1CCC3(CC1)OCCO3)C(=O)CO2,-5,4,2,98,-10,-5,44,0.6,96,-7,96
CCn1cc(CN2CCCC(C(=O)c3sccc3C)C2)cn1 (centres undefined),-3,-5,1,99,-3,-2,11,1.2,97,-4,94
c1ccc2c(CCNC3=NCCC3)c[nH]c2c1,-6,2,0,101,-9,-4,51,-0.1,96,-6,103
CN1CCC(N(C)Cc2cccnc2)CC1,-5,-1,1,101,-6,-2,66,0.3,101,-3,103
Cc1ccc(N)c(C(=O)c2ccc(Br)cc2)c1,0,-2,0,102,0,-5,15,-0.2,101,0,96
Nc1ccc(S(=O)(=O)N2CC3CC(C2)c2cccc(=O)n2C3)cc1 (centres undefined),-7,-1,4,102,-11,-5,14,0.5,102,-4,101
Cc1ccccc1N1C(=O)NC(=O)/C(=C\c2cc(Br)c(N3CCOCC3)o2)C1=O,-1,10,0,96,5,6,10,0.3,89,0,89
CC(=NCc1ccco1)c1c(O)n(-c2ccccc2)c(=O)[nH]c1=O,0,-2,1,106,-2,-1,14,0.3,100,-4,106
CN(C)CC1CSCCC1(O)c1ccccc1Cl (centres undefined),-4,-5,2,100,-1,-5,22,0.5,93,-12,92
C[C@H]1OC[C@@H](C[N+](C)(C)C)O1,5,2,1,100,0,-5,20,0.5,103,0,103
COc1ccc(CN2C(=O)NC(=O)/C(=C\c3ccco3)C2=O)cc1,4,2,-1,88,-6,3,22,-0.5,91,-1,94
CCc1ccc(NP(=O)(Oc2ccccc2F)Oc2ccccc2F)cc1,-1,-3,-1,97,-6,-4,12,-0.5,100,-3,?
CNC(=O)Oc1ccc(-c2cn3cc(Cl)ccc3n2)cc1,-10,-3,19,107,-12,0,18,0.7,101,-6,107
Cc1nn(Cc2ccccc2Cl)c(Cl)c1C(=O)OC(C(=O)NC(N)=O)C(C)C (centres undefined),-5,-2,0,87,-2,-8,5,0.0,94,-3,90
O=C(C1c2ccccc2C(=O)N2CCc3ccccc3C12)N1CCC2(CC1)OCCO2 (centres undefined),-5,-5,-10,97,-4,-3,24,0.3,100,-3,99
CC(NCc1ccccc1Cl)C(O)c1ccccc1 (centres undefined),-20,21,1,101,-12,0,15,0.4,101,10,102
OC1/C(=C/c2ccc(Cl)cc2Cl)N2CCC1CC2 (centres undefined),-8,-7,0,99,-4,-3,14,0.0,96,-5,95
Cc1cc(N2CCCC2)ccc1C=C(C#N)C#N,-1,0,3,105,-2,-3,10,0.0,103,0,108
CC1(C)N(O)C2CCCCC2N1O (centres undefined),-4,1,1,101,-11,-7,48,0.4,101,0,101
COC(=O)C(O)(c1ccc(N=Cc2ccccc2O)c(C)c1)C(F)(F)F (centres undefined),-9,-4,2,97,-15,-8,14,0.1,93,-2,90
CN1C(=O)N(C)C(=O)C(CCc2ccccn2)(CCc2ccccn2)C1=O,-11,-2,5,100,-20,-9,23,1.3,102,-3,102
Cc1cc(/C=C2/C(=O)NC(=O)N(C)C2=O)c(C)n1-c1ccccc1,1,-1,5,99,6,2,11,0.5,100,-1,?
O=c1[nH]cc(COCC(F)(F)C(F)(F)C(F)(F)F)c(=O)[nH]1,0,0,14,101,-4,-1,20,1.9,101,-1,?
COc1cccc(-n2nc(C(=O)N3CCC4(CC3)OCCO4)c3ccccc3c2=O)c1,-14,-2,6,101,-17,-10,24,1.8,101,-7,105
CCCCn1c(=O)c(C(=O)Nc2ccccc2S(N)(=O)=O)c(O)c2ccccc21,-4,0,0,100,-4,-2,16,0.0,98,-4,102

# Five records drawn at random from those above:
SMILES,Bim-Bcl-2,Bim-Bcl-W,ABCG2 block,RGS8-Gao reg,Bfl-1 Bim block,Bcl-B Bim block,GSH bead fluor,ABCB1 block,RGS4-Gao reg,Bim-Bcl-XL,RGS7-Gao
Cc1cc(/C=C2/C(=O)NC(=O)N(C)C2=O)c(C)n1-c1ccccc1,1,-1,5,99,6,2,11,0.5,100,-1,?
COc1ccc(CN2C(=O)NC(=O)/C(=C\c3ccco3)C2=O)cc1,4,2,-1,88,-6,3,22,-0.5,91,-1,94
CC(NCc1ccccc1Cl)C(O)c1ccccc1 (centres undefined),-20,21,1,101,-12,0,15,0.4,101,10,102
CCCCn1c(=O)c(C(=O)Nc2ccccc2S(N)(=O)=O)c(O)c2ccccc21,-4,0,0,100,-4,-2,16,0.0,98,-4,102
Cc1nn(Cc2ccccc2Cl)c(Cl)c1C(=O)OC(C(=O)NC(N)=O)C(C)C (centres undefined),-5,-2,0,87,-2,-8,5,0.0,94,-3,90

# Other entries
SMILES,Bim-Bcl-2,Bim-Bcl-W,ABCG2 block,RGS8-Gao reg,Bfl-1 Bim block,Bcl-B Bim block,GSH bead fluor,ABCB1 block,RGS4-Gao reg,Bim-Bcl-XL,RGS7-Gao
CSC(=Nc1ccccc1)c1c(O)n(C)c(=O)n(C)c1=O,-1,0,0,100,-2,1,6,-0.1,98,-1,98
CC(NC(=O)Oc1ccccc1)C(c1cccs1)N1CCOCC1 (centres undefined),2,0,0,102,0,-2,23,0.2,100,-2,99
CNCC(O)c1ccc(O)cc1 (centres undefined),-1,-2,-1,·,0,-3,18,0.3,·,-1,·
CN(C)C1(CNC(=O)c2ccc(Cl)c(S(=O)(=O)NCc3ccco3)c2)CCCCC1,-3,0,1,99,-8,-2,7,0.2,100,-3,99
O=C1C(=O)c2ccccc2-c2ccccc21,-9,5,9,103,-10,-6,42,0.0,107,-8,108
COC(=O)c1ccccc1N=Cc1c(O)[nH]c(=S)[nH]c1=O,-5,-1,6,102,-8,0,9,0.1,102,-2,102
O=C(c1cccc(N2CCCC2=O)c1)N1CCC2(CC1)OCCO2,1,0,1,91,-6,-2,55,0.3,78,1,98
CCCCOc1ccc(CCN)cc1Cl,-9,-2,-2,120,-5,-7,9,-0.1,108,-3,109
COC(=O)c1c(C)n(Cc2ccco2)c2ccc(O)cc12,-4,0,1,99,0,0,19,0.3,95,-2,99
CCOP(=S)(OCC)SCC(=O)NC(C)(CC)C(=O)O (centres undefined),0,2,-1,96,1,0,9,-0.1,74,5,94
Oc1ccc(/C=N/NP(=S)(c2ccccc2)c2ccccc2)cc1,-5,4,·,85,-2,-12,15,·,101,0,84
COc1ccccc1CCNC1C2CC3CC(C2)CC1C3 (centres undefined),0,-3,1,104,0,-8,12,4.7,106,-7,103
O=C(C[n+]1ccn(CCCNP2(=O)C=C(c3ccccc3)OC(c3ccccc3)=C2)c1)c1ccccc1,0,0,-1,102,-2,-4,14,0.3,101,-1,?
CCn1c(=O)n(CC(=O)N2CCC3(CC2)OCCO3)c(=O)c2ccccc21,3,-5,0,131,4,4,16,0.4,117,-4,122
CSc1ccc(C(=O)C2CCCN(C)C2)cc1 (centres undefined),-4,-3,-1,99,-9,-2,9,-0.7,98,-1,101
O=C1OCCC1NC1=NCCC1 (centres undefined),-3,0,0,103,0,0,11,-0.2,100,-1,99
Cc1c(C(=O)N2CCC3(CC2)OCCO3)sc2ncnc(N3CCc4ccccc4C3)c12,5,0,3,94,7,3,13,0.8,96,0,97
Cc1ccc(-c2cc(C(F)F)n3ncc(C(=O)N4CCC5(CC4)OCCO5)c3n2)cc1,-15,1,16,103,-11,-26,43,0.2,98,0,101
C=CCN1C(=O)/C(=C\c2ccc(N3CCOCC3)o2)C(=O)NC1=S,-2,-3,4,98,0,-22,20,0.2,101,-8,108
CC(C)CCC1(CN2CCCC2=O)C(=O)NC(=O)NC1=O,-1,0,-3,102,-4,-3,20,-3.0,100,-2,100
COc1ccc(/C=C/C2=CCN(C)CC2)cc1,-2,1,0,103,-6,-4,24,0.0,107,0,104
CN=C(SCc1cc2c(cc1Cl)OCO2)c1c(O)n(C)c(=O)n(C)c1=O,2,4,-8,101,0,0,34,-0.4,103,1,101
CCCCCCN1CCN(c2ccccc2Cl)CC1,-5,-5,16,94,-9,-5,11,2.2,93,-3,?
Oc1cccc(/C=N/NP(=S)(c2ccccc2)c2ccccc2)c1,-5,2,2,102,-11,-7,14,0.5,99,-1,102
CCc1cc2c(N3CCN(C)CC3)ncnc2s1,4,-2,2,101,-5,-2,17,0.4,100,-5,101

# These rows are one share of the data, so the mix of outcomes need not match the whole.
